Screens as filed in PubChem.
RMI-FANCM inh: disruptors of RMI1/RMI2 association with MM2 peptide – biochemical, fluorescence polarization, human, primary screen; RMI core complex (RMI1/RMI2) binding to FANCM MM2 peptide, human; RMI core complex with F-MM2 peptide; hits give low values; FP signal (polarization) at 33 µM; 70,000 compounds, 0.58% hits; AID 1159607, 2016; in the data active = FP signal below about 40; also: inactives centre near 61; strong numbers were not always called active; unit not given here
An asterisk follows results filed as active; & = joins results of further samples. These rows are one share of the data; count on the stated rates, not on these rows.

SMILES | RMI-FANCM inh
O=C(O)CS(=O)(=O)c1ccc(Cl)cc1 | 64
CCCCn1c(O)c(C=Nc2ccccc2C(=O)O)c(C)c(C#N)c1=O | 82
O=C(CSc1ncn[nH]1)c1ccc2c(c1)OCO2 | 75
O=C(Nc1ccc2c(c1)OCCO2)c1oc2ccccc2c1NC(=O)c1c(F)cccc1Cl | 59
Cc1ccc(NC(=O)/C=C/c2cccs2)cc1 | 58
COc1cccc(-n2c(SCC(=O)NCc3ccco3)nnc2-c2c[nH]c3ccccc23)c1 | 59
Nc1oncc1-c1ccccn1 | 57
Cc1cccc(N2CCN(C(=O)CCn3cnc4c([nH]c5ccccc54)c3=O)CC2)c1C | 62
S=c1cc(-c2cc(Cl)cc3c2OCOC3)oc2ccc(Cl)cc12 | 55
CCc1c(C#N)c(SCC(=O)Nc2nsc(-c3ccccc3)n2)nc2c1C(=O)CC(C)(C)C2 | 96
COc1ccc(CCNC(=O)CSc2ncc(C(=O)Nc3ccccc3)c(=O)n2C)cc1 | 85
O=C(NCc1ccccc1Cl)C(=O)NCC1CCN(Cc2ccccc2)CC1 | 83
O=C(CSc1nnc(-c2ccc(Cl)s2)o1)Nc1nccs1 | 59
COc1ccc2c(c1)CCC1C2=Nc2ccccc2SC1c1ccc(C)cc1 (configuration not stated) | 65
c1ccc2c(c1)ccn1nnnc21 | 55
CCN(CC)CCN(C(=O)c1ccc2c(c1)OCCO2)c1nc2cc(C)cc(C)c2s1 | 89
CN1C(=O)C(C)(C)COc2ccc(NC(=O)c3cccc(Br)c3)cc21 | 68
O=C(NCc1ccc2[nH]c3c(c2c1)CCCC3)C1c2ccccc2Oc2ccccc21 | 66
NS(=O)(=O)c1ccc(NC(=O)c2ccoc2COc2ccccc2)cc1 | 70
O=C(/C=C/c1ccccc1)Nc1ccc2c(=O)c3ccccc3oc2c1 | 124
CCOC(=O)Cc1csc(NS(=O)(=O)c2ccccc2)n1 | 55
O=C1C(SCCO)=C(SCCO)C(=O)c2ccccc21 | 59
S=c1[nH]nc(COc2ccccc2)o1 | 67
O=C(NCCS(=O)(=O)N1CCc2ccccc2C1)c1ccccc1I | 60
Cc1ccc(NC(=O)Cn2cnc3c(-c4ccccc4)csc3c2=O)cc1C | 88
CC(C)Oc1ccc(C(=O)Nc2nnc(-c3ccc(Br)cc3)o2)cc1 | 62
O=S(=O)(NCC(c1ccco1)N1CCc2ccccc2C1)c1cccs1 (configuration not stated) | 59
O=C1CCCN2N=C(SCC(=O)Nc3ccc(F)cc3)SC2=N1 | 62
Cc1ccc2c(c1)sc(=NC(=O)c1cc(Cl)sc1Cl)n2C | 107
C=CCOc1ccccc1/C=C(\C#N)c1nc2ccccc2c(=O)[nH]1 | 59
Cc1cc(/C=C(\C#N)C(=O)NCCCn2ccnc2)cc(C)c1O | 102
O=C(Cc1cc(-c2ccc(Cl)cc2)on1)NCc1cccs1 | 68
COCCCNC(=O)/C(C#N)=C1\N=C(NC(=O)c2ccc([N+](=O)[O-])cc2)c2ccccc21 | 68
COc1ccc(Cl)cc1NC(=O)Cc1csc2nc(-c3ccc(F)cc3)cn12 | 66
O=C(OCCOc1ccc(Cl)cc1Cl)c1ccccc1Cl | 57
CCCC(=O)NCCOc1ccc2nnc(-c3cccc(OC)c3)n2n1 | 70
Cn1c(=O)c(C(=O)NCc2ccco2)cc2cccnc21 | 54
COc1cccc(OC)c1C(=O)NCCNC(=O)c1ccc(NC(=O)C2CC2)cc1 | 67
COC(=O)c1sc(-c2ccccc2)cc1NC(=O)c1cccc(C(=O)Nc2cc(-c3ccccc3)sc2C(=O)OC)n1 | 60
CN1C(=O)C(C)(C)COc2ccc(NS(=O)(=O)c3ccc4c(c3)CCCC4)cc21 | 68
COc1cc(NC(=O)c2csc(Br)c2OC)cc(OC)c1OC | 62
Cc1nn(S(=O)(=O)c2ccc(C(C)(C)C)cc2)c(C)c1S(=O)(=O)N(C)c1ccccc1 | 60
O=C(Nc1ccon1)c1cn(Cc2cccc(F)c2)nc1OCc1cccc(F)c1 | 57
O=C(Cc1cccs1)Nc1ccc2c(c1)CC(=O)N2 | 44
CCN(CC)CCOC(=O)c1ccc(N[C@@H]2O[C@H](CO)[C@@H](O)[C@H](O)[C@H]2O)cc1 | 55
C=CCNC(=S)N1CCN(C(=S)NCC=C)CC1 | 59
CCc1ccc(S(=O)(=O)NCCc2sc(-c3ccc(OC)c(OC)c3)nc2C)s1 | 64
CCn1c(=O)c([N+](=O)[O-])c(NCC(O)c2ccccc2)c2ccccc21 (configuration not stated) | 64
COc1ccc(C(=O)/C(C#N)=C/c2ccc(OC(=O)Nc3ccccc3)cc2)cc1 | 79
COCCN1CCC(CNC(=O)c2cc(OC)cc(OC)c2)CC1 | 71
CC1CC(=O)Nc2ccccc2N1C(=O)c1cccs1 (configuration not stated) | 54
O=C(COc1cccc(C(F)(F)F)c1)N1CCN(c2ccc3nncn3n2)CC1 | 69
O=C(Cn1nc(-c2ccc(F)cc2)c2sc(N3CCCC3)nc2c1=O)NCc1ccccc1Cl | 69
O=C(/C=C/c1cccs1)NC(=S)Nc1ccc(S(=O)(=O)Nc2nccs2)cc1 | 56
N#Cc1ccccc1NC(=O)C(=O)NCCc1ccco1 | 55
O=C(Nc1ccc(F)c(F)c1)N1CCN(c2ccc3nncn3n2)CC1 | 68
COc1ccc(-c2nc3c(c(SCC(=O)Nc4cc(C)cc(C)c4)n2)Cc2ccccc2O3)cc1 | 58
CCOC(=O)c1ccc(NC(=O)CCSc2ccc(F)cc2)cc1 | 62
O=C(Nc1ccc(F)c(C(F)(F)F)c1)c1ccc(=O)n(Cc2ccccc2F)c1 | 66
O=C(CCc1ccccc1)N1CCN(Cc2nc(-c3cccs3)cs2)CC1 | 61
The results go on.
SMILES | RMI-FANCM inh
Cc1nnc2ccc(N3CCN(S(=O)(=O)c4cccnc4)CC3)nn12 | 68
CC(C)NC(=O)C(=O)NCCc1ccc(N2CCCC2)cc1 | 73
COC(=O)c1ccc(C(=O)NCC2(c3cccs3)CCCC2)cc1 | 69
NS(=O)(=O)c1ccc2nc(NC(=O)COc3ccccc3)sc2c1 | 57
O=C(NC1CC(=O)N(c2ccccc2)C1)C1c2ccccc2Oc2ccccc21 (configuration not stated) | 52
CN(C)/C=C(\C#N)c1ccc(Oc2ccc(C(F)(F)F)cn2)cc1 | 51
COc1cccc(CSc2nc(CC(=O)NCc3ccccc3Cl)cc(=O)[nH]2)c1 | 61
COC(=O)c1ccc(C(=O)Nc2nnc(-c3cc(Cl)ccc3Cl)o2)cc1 | 51
Cc1onc(-c2ccccc2)c1C(=O)NNc1ncc(C(F)(F)F)cc1Cl | 52
Cc1nc(SCC(=O)NCc2ccc(F)cc2)[nH]c(=O)c1C | 53
CCOC(=O)c1cc(C(=O)OC)c(C)nc1N1CCCN(Cc2ccc(F)cc2)CC1 | 52
COc1ccc(CC(=O)Nc2ccc(-c3cnco3)cc2)cc1OC | 57
O=C(CCCSc1ccc(NC(=O)c2cccs2)nn1)Nc1ccccc1F | 68
NC(=O)c1cc(-c2ccccc2)sc1NC(=O)CCCS(=O)(=O)c1ccc(F)cc1 | 58
Cc1cc(=O)n2[nH]c(C(F)(F)F)c(-c3ccc(Cl)cc3)c2n1 | 62

3 compounds drawn at random from those above:
SMILES | RMI-FANCM inh
NS(=O)(=O)c1ccc2nc(NC(=O)COc3ccccc3)sc2c1 | 57
O=C(CCCSc1ccc(NC(=O)c2cccs2)nn1)Nc1ccccc1F | 68
COc1cccc(CSc2nc(CC(=O)NCc3ccccc3Cl)cc(=O)[nH]2)c1 | 61

An excerpt from above in order of formula weight, descending:
SMILES | RMI-FANCM inh
Cc1onc(-c2ccccc2)c1C(=O)NNc1ncc(C(F)(F)F)cc1Cl | 52
Cc1cc(=O)n2[nH]c(C(F)(F)F)c(-c3ccc(Cl)cc3)c2n1 | 62
Cc1nc(SCC(=O)NCc2ccc(F)cc2)[nH]c(=O)c1C | 53

Later entries:
SMILES | RMI-FANCM inh
CCC1(CC)NC(=O)N(CC(=O)Nc2ccc3c(c2)OCCO3)C1=O | 6
Cc1cnc2n(c1=O)C(CC(=O)N1CCN(c3ncccn3)CC1)CS2 (configuration not stated) | 56
CC(C)c1nnc(-c2cc3ccccc3[nH]2)o1 | 70
CCN(CC)C(=O)c1cc(O)cc(O)c1 | 47
Brc1ccc(CSc2cn(Cc3ccc(Br)cc3)c3ccccc23)cc1 | 60
O=C1c2ccccc2-c2cccc(C(=O)N3CCCCC3)c21 | 61
O=C(Nc1nc(CN2CCc3ccccc3C2)cs1)c1cc(=O)c2ccccc2o1 | 81&62
O=C(CC(NCc1ccco1)C(=O)O)Nc1ccc(C(=O)O)cc1 (configuration not stated) | 65
COc1ccc(-c2nnc(NC(=O)c3ccn(C)n3)o2)cc1 | 70
O=c1[nH]nc(SCc2ccc(Cl)cc2)n1C1CC2C=CC1C2 (configuration not stated) | 59
O=C(O)CC1(CC(=O)NCc2csc(-c3cccs3)n2)CCCCC1 | 56
CC(=O)Nc1ccc(SC(=O)c2cc(C)n(Cc3ccc(C)cc3)n2)cc1 | 56
CC12CC3(C)CC(C)(C1)CC(c1ccc(Br)c(Br)c1)(C2)C3 | 67
COc1ccc(S(=O)(=O)N2CCCc3cc(NC(=O)c4ccccc4C(F)(F)F)ccc32)cc1 | 64
CC(=O)c1ccc(N2CCN(C(=O)C(=O)c3cn(CC(=O)N4CCOCC4)c4ccccc34)CC2)cc1 | 70
Cc1ccc2nc(NC(=O)CCCSc3ccc(NC(=O)C4CC4)nn3)sc2c1 | 78
Cc1nnsc1C(=O)N1CCN(C2c3ccccc3-c3ccccc32)CC1 | 55
CCCS(=O)(=O)Nc1ccc(OC)c(N2CCCCC2=O)c1 | 52
CSc1n[nH]c(N)c1S(=O)(=O)C(C)C | 53
O=c1cc(Nc2ccc3c(c2)OCO3)[nH]c(=O)n1-c1ccc(Br)cc1 | 55
CC1(C)CC(O)CC(C)(C)N1CC(O)COc1ccc(-c2ccccc2)cc1 (configuration not stated) | 69
CCOC(Cn1c(COc2cccc3ccccc23)nc2ccccc21)OCC | 57
CCOC(=O)Nc1nc2ccc(C)cc2[nH]1 | 57
CC(C)n1c2ccc(Br)cc2c2nc3ccccc3nc21 | 56
CCOC(=O)C1=C(C)NC(=S)NC1c1ccc(O)c(OC)c1 (configuration not stated) | 62
O=c1/c(=C\c2ccc(Cl)cc2)sc2nc(-c3ccc(Cl)cc3)nn12 | 59
CN[C@@H]1[C@H](OC2[C@H](O[C@H]3[C@H](O)[C@@H](O)[C@H](N=C(N)N)[C@@H](O)[C@@H]3N=C(N)N)O[C@@H](C)[C@]2(O)C=O)O[C@@H](CO)[C@H](O)[C@H]1O (some centres not stated) | 65
O=c1c2ccccc2nc(-c2ccco2)n1Cc1ccccc1 | 56
O=C(O)CC1S/C(=N\N=C2\CSC(=O)N2)NC1=O (configuration not stated) | 61
O=C(Nc1nc2ccc(Br)cc2s1)c1cccc(Cl)c1 | 75

In a second layout: results already given.
molecule	RMI-FANCM inh
O=c1c2ccccc2nc(-c2ccco2)n1Cc1ccccc1	56
O=C(O)CC1S/C(=N\N=C2\CSC(=O)N2)NC1=O (configuration not stated)	61

Further results follow.
SMILES | RMI-FANCM inh
Cc1cc(Cl)ccc1OCCCC(=O)N/N=C/c1ccc(Br)cc1 | 75
COc1ccc(NC(=O)CSc2ccc(NC(=O)c3cccs3)nn2)cc1OC | 68
O=C(Sc1ccccc1)c1ccc2ncsc2c1 | 58
CCOC(=O)Cc1cc(=O)[nH]c(=O)[nH]1 | 55
Cc1onc(-c2c(F)cccc2Cl)c1C(=O)Oc1ccccc1 | 56
CCOc1ccc(S(=O)(=O)NNc2ccc([N+](=O)[O-])cc2[N+](=O)[O-])cc1 | 56
CCOC(=O)CCC(=O)Nc1c(C)nc2sccn2c1=O | 59
Cc1c(C(=O)COC(=O)c2ccc(Cl)cc2Cl)sc2ccc(Cl)cc12 | 54
CSc1ccc(-c2noc(C3CCN(S(=O)(=O)c4ccccc4)CC3)n2)cc1 | 108
NS(=O)(=O)c1cc2c(cc1Cl)NC(CSCc1ccccc1)=NS2(=O)=O | 56&54
CCCCCOc1ccc(C(=O)Nc2sc3c(c2C#N)CCC3)cc1 | 99
O=C1C=CC(=O)N1c1cc(F)c(Br)cc1F | 65
Cc1cc(C(=O)Nc2nc3ccc(S(N)(=O)=O)cc3s2)on1 | 63
COc1ccccc1C(=O)NCCSc1ncc(-c2ccc(F)cc2)[nH]1 | 50
CN1C(=O)Cc2cc(NC(=O)COc3ccccc3F)ccc21 | 53

Entries listed so far with a nitro group on carbon (three):
SMILES | RMI-FANCM inh
COCCCNC(=O)/C(C#N)=C1\N=C(NC(=O)c2ccc([N+](=O)[O-])cc2)c2ccccc21 | 68
CCn1c(=O)c([N+](=O)[O-])c(NCC(O)c2ccccc2)c2ccccc21 (configuration not stated) | 64
CCOc1ccc(S(=O)(=O)NNc2ccc([N+](=O)[O-])cc2[N+](=O)[O-])cc1 | 56

More entries.
SMILES | RMI-FANCM inh
COc1coc(C(=O)Nc2cccc(Cl)c2)cc1=O | 63
O=C1CCc2cc(NC(=O)OCc3ccccc3)ccc2N1 | 55
COc1ccc(OC)c2sc(Cl)nc12 | 58
COC(=O)C1=C(NC(=O)c2ccc(N3C(=O)CCC3=O)cc2)CCS1 | 57
O=C(NCCCn1nc(-c2ccncc2)ccc1=O)c1ccc(F)c(F)c1 | 69
COc1ccc(F)cc1S(=O)(=O)NCCOc1cc(C)cc(C)c1 | 63
Cc1c(-c2csc(CC#N)n2)sc2ccccc12 | 56
Cc1noc(C)c1S(=O)(=O)NC1Cc2ccccc2C1 | 54
O=C(NCCc1ccc(Cl)cc1)C(=O)Nc1ccc(F)c(F)c1 | 78
O=C(Nc1ccc2c(c1)N(C(=O)c1ccco1)CC2)C1CC1 | 67
O=C1c2ccc([N+](=O)[O-])cc2C(=O)N1CN1CCOCC1 | 56
COc1ccc(C(=O)c2c(N)c(C#N)c3ccccn23)cc1 | 65
Cc1ccc(NC(=O)C(=O)NCC2CCN(Cc3ccco3)CC2)cc1F | 78
Cc1ccc(C)c(NC(=O)Cc2csc(NC(=O)Nc3ccc(Cl)cc3)n2)c1 | 60
O=C(NCC1COc2ccccc2O1)NC1CC(=O)N(c2ccc(F)cc2)C1 (configuration not stated) | 58
COC(=O)c1ccc2nc(NC(=O)CCS(=O)(=O)c3ccccc3)sc2c1 | 70
CCOc1ccc(-c2cc3c(=O)n(CC(=O)N4CCCC4)ncn3n2)cc1 | 62
